Screens as filed in PubChem BioAssay.
DAX1 inh-1: DAX1 (NR0B1) inhibition, primary screen; AID 652010; hit rate 1.1% among 370,000; inhibition, % at 6.8 µM; HEK293T StAR-luciferase reporter, SF-1/DAX-1 repression relief;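 active = inhibition above the mean over all tested compounds plus 3 SD, cut at about 3.6% in these data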;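 also: 0% = DAX-1 cells with DMSO and 100% = cells lacking DAX-1 with DMSO; higher inhibition means more luminescence from relief of DAX-1 repression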
hcDAF-12 act: H. contortus DAF-12 activation, primary screen; hit rate 1.4% among 370,000; HEK293 hcDAF-12 lit1-tk-luc reporter, luminescence; 0% DMSO, 100% Δ7-dafachronic acid; AID 652067; activation, % at 6.8 µM;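 active = activation above the mean of all tested compounds plus 3 SD, cut at about 5.5% in these data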;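 also: 100% = response to 3 µM Δ7-dafachronic acid high control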
SMARCA2 act: SMARCA2 function activation, primary screen; MG213 cells, MMTV-luciferase reporter, dexamethasone, overnight; activation, % at 9.1 µM; hit rate 1% among 370,000; in the data active = activation above about 7.8%;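 also: 0% = vehicle wells and 100% = reference activator wells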
DAX1 inh-2: inhibits human nuclear receptor DAX1. P51843. HEK293 Gal4-DAX1 luciferase reporter, luminescence. inhibition, % at 6.75 µM. hit rate 0.99% among 340,000. AID 504766;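 active = inhibition above the mean over all tested compounds plus 3 SD, cut at about 4.2% in these data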;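 also: 0% = DAX1-transfected cells with DMSO and 100% = empty-vector control cells with DMSO; inhibition shows as a rise in luminescence from relieved DAX1 repression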
sPLA2-III inh: Inhibits HGIII-sPLA2 liposome hydrolysis, primary screen. Q9NZ20. QFRET BODIPY PC-A2 liposome hydrolysis, fluorescence. inhibition, % at 12.2 µM. hit rate 0.56% among 370,000. AID 743126;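 active = inhibition above mean plus 3 SD of compounds lying within the high and low control bounds, cut at about 19% in these data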;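 also: 0% = median of test compound wells and 100% = no enzyme DMSO wells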
proKLK7 act: activates the human kallikrein-7 zymogen; P49862; purified proKLK7, EDANS-DABCYL substrate fluorescence; 100% is mature enzyme control, 0% vehicle; activation, % at 7 µM; hit rate 0.9% among 370,000;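 active = activation above the mean of all tested compounds plus 3 SD, computed per campaign excluding outliers beyond control limits, cut at about 13% in these data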
ssDAF-12 act: S. stercoralis DAF-12 activation, primary screen | HEK293 ssDAF-12/GRIP1 lit1-tk-luc reporter, luminescence; % of 3 µM dafachronic acid response | activation, % at 6.8 µM | hit rate 1% among 370,000 | AID 652126;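 active = activation above the mean over all tested compounds plus 3 SD, cut at about 0.9% in these data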;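 also: 0% = DMSO-only wells and 100% = 3 µM delta7-dafachronic acid wells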
hgDAF12 agonist: hgDAF-12 agonism, primary luciferase screen; hit rate 1.8% among 370,000; activation, % at 6.8 µM; AID 687014; HEK293 GAL4-hgDAF12 UAS-luciferase reporter, agonist luminescence; normalized to butyrate control;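 active = activation above a cutoff set at the mean of all screened compounds plus 3 SD, cut at about 10% in these data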;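 also: 0% = DMSO wells and 100% = sodium butyrate wells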
GAA850 FXN act: increases GAA850 frataxin promoter reporter activity; HEK293 lucGAA850 FXN promoter luciferase reporter, 24 h; percent of 10 µM SAHA response; activation, % at 6 µM; hit rate 0.56% among 360,000; AID 540364;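 active = activation above the average of all compounds screened plus 3 SD, cutoff fixed separately per campaign, cut at about 7.5% in these data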;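 also: 0% = DMSO wells and 100% = 10 µM SAHA wells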
NPR2 activator: GC-B (human) receptor activation; HEK293-GC-B cells, CNP EC30, cGMP TR-FRET; 0% at EC30 CNP, 100% saturating CNP; P20594; hit rate 0.11% among 370,000; AID 1920062; activation, % at 10 µM;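 active = activation at 10 µM reaching about 35% in either raw or pattern-adjusted values, limit read from the data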
GC-A act: GC-A (human) enzyme activation | P16066 | HEK293 GC-A cells, cGMP TR-FRET, EC30 ANP; 0% at EC30 ANP, 100% saturating ANP | activation, % at 10 µM | hit rate 0.14% among 370,000; in the data active = activation above about 40%
Target sequence (P16066 whole entry, looked up): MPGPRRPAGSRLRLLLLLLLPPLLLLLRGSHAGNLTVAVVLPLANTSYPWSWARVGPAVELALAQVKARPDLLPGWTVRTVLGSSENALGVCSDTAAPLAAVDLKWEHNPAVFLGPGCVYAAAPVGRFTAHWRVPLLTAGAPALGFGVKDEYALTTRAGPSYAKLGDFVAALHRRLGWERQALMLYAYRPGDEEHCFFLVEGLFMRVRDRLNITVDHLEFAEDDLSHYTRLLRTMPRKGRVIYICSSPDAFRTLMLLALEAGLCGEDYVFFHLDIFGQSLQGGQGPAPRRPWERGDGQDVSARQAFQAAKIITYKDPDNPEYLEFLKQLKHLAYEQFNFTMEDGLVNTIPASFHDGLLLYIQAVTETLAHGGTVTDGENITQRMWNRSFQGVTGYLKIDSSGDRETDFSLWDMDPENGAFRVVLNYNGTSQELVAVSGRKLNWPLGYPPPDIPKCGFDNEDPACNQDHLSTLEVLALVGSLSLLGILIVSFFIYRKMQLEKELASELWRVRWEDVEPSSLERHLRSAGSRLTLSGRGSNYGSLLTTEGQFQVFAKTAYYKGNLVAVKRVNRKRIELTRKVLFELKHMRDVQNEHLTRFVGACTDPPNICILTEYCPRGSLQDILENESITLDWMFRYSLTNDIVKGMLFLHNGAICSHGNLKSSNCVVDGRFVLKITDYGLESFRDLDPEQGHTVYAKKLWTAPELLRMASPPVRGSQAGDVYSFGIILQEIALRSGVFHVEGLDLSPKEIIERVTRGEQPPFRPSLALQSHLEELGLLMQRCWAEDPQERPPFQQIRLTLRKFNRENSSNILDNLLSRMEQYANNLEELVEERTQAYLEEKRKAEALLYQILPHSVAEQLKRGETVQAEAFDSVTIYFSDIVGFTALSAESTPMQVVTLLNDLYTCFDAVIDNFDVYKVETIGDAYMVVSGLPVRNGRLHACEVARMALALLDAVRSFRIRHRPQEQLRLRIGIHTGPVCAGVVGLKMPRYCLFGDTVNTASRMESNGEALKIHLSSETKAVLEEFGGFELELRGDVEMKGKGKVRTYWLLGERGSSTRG
Numbers without * were called inactive; · = not tested or not shown.

The opening two compounds, to show the layout:
SMILES	DAX1 inh-1	hcDAF-12 act	SMARCA2 act	DAX1 inh-2	sPLA2-III inh	proKLK7 act	ssDAF-12 act	hgDAF12 agonist	GAA850 FXN act	NPR2 activator	GC-A act
Cc1ccc(C2CN=NC23CCc2ccccc2C3=O)cc1 (stereo not given)	0.6	4.7	-2	0.5	2	0.9	0.1	0.0	-2.9	6	1
COc1cc(CC(=O)NCCc2ccc(OCc3ccccc3)cc2)c([N+](=O)[O-])cc1OC	0.6	-0.2	2	0.3	0	-0.1	-1.3	0.7	0.4	-6	0

The list itself, repeating the preview:
SMILES	DAX1 inh-1	hcDAF-12 act	SMARCA2 act	DAX1 inh-2	sPLA2-III inh	proKLK7 act	ssDAF-12 act	hgDAF12 agonist	GAA850 FXN act	NPR2 activator	GC-A act
Cc1ccc(C2CN=NC23CCc2ccccc2C3=O)cc1 (stereo not given)	0.6	4.7	-2	0.5	2	0.9	0.1	0.0	-2.9	6	1
COc1cc(CC(=O)NCCc2ccc(OCc3ccccc3)cc2)c([N+](=O)[O-])cc1OC	0.6	-0.2	2	0.3	0	-0.1	-1.3	0.7	0.4	-6	0
c1ccc(-c2csc3ncnc(N4CCc5ccccc5C4)c23)cc1	-0.7	-3.3	-2	-2.3	-1	0.0	-1.4	-4.0	0.8	7	7
COc1ccc(OC)c(C2=Nn3c(nnc3-c3cccc(OC(C)C)c3)SC2)c1	-1.0	-0.4	-2	0.5	-3	-0.2	-1.0	-1.0	1.2	12	11
OCCCc1nc2n(n1)C(c1ccccc1)C=C(c1ccc(F)cc1)N2 (stereo not given)	-0.3	-3.0	-3	-0.8	5	23*	-1.9	-0.1	0.9	-6	7
Cc1ccc(C(=O)NC(=O)CSc2nnc(C)s2)cc1	1.1	0.9	0	0.8	-2	0.2	-0.9	-3.2	-1.6	0	1
COCCC(=O)Nc1ccc2c(c1)CN(C(=O)c1ccc(CSC)o1)CC2	0.2	-0.6	3	-1.6	-3	-0.8	-1.5	1.7	0.3	1	-3
O=C(NC(c1ccc(Cl)cc1)c1cnccn1)C1CCN(Cc2ccc(Cl)cc2)CC1 (stereo not given)	0.2	0.7	7	·	-5	-0.3	-1.5	-1.3	0.6	-4	-4
Cn1c(=O)c2c(nc(Oc3ccc4ccccc4c3)n2C)n(C)c1=O	-1.3	-1.6	-2	-0.4	0	-0.3	-1.8	0.7	-6.5	2	4
O=C(O)c1cccc(S(=O)(=O)N2CCC(Cc3ccccc3)CC2)c1	0.4	0.4	0	-0.5	-11	1.4	-0.5	-0.1	0.2	1	-2
CC(=O)C1=C(C)NC(SCC(N)=O)=C(C#N)C1C (stereo not given)	0.4	0.8	0	1.0	-4	-0.7	-1.0	-0.4	-0.9	1	7
Cc1ccc(NC(=O)c2cc(=O)n(Cc3ccccc3)c(=O)[nH]2)cc1C	-0.1	-1.2	-3	-0.4	-1	-0.5	-1.3	0.1	-2.5	-8	0
COC(=O)c1[nH]c2ccc(C)cc2c1NS(=O)(=O)c1ccc(F)cc1	-0.2	0.6	0	0.2	-12	1.1	-1.0	-1.6	1.3	-4	-11
CCCCCCCNC(=O)C1(CC2CC(c3cccc(Br)c3)=NO2)CCN(C(=O)c2ccccc2)CC1 (stereo not given)	-0.6	-2.4	2	0.9	-4	0.9	-1.0	2.0	-0.5	11	-4
CN1CCC(=NNC(=O)CN(c2ccc(Oc3ccccc3)cc2)S(C)(=O)=O)CC1	0.8	-1.4	-1	-1.3	10	0.5	-1.0	-0.8	-0.8	7	5
COc1cc(/C=C2\C(=O)NN(c3ccc(C)cc3)C2=O)cc([N+](=O)[O-])c1O	0.1	0.7	0	0.9	-13	-0.4	-0.5	-0.9	0.2	6	-2
CCc1nnc(NS(=O)(=O)c2ccc(NC(=O)c3ccco3)cc2)s1	1.5	-1.8	-3	-0.4	-4	-0.2	-1.3	-1.6	-0.5	7	-1
O=C(CCNC(=O)c1ccco1)NCCN1C(=O)S/C(=C\c2ccc(F)cc2)C1=O	2.7	0.7	3	1.5	9	0.3	-1.3	5.5	2.3	2	-2
O=C(NC1CCC(O)CC1)c1cc(-c2ccco2)nc2ccccc12 (stereo not given)	0.9	0.9	-3	2.1	2	28*	-1.3	0.6	-1.0	2	2
Cc1ccc(C2(CCNCc3ccc(N(C)C)cc3)CCOC(C(C)C)C2)cc1 (stereo not given)	-0.7	-1.3	-2	-0.8	-6	0.7	-1.4	0.9	0.6	-1	-7
CCCN(CCC)C(=O)CC(c1ccccc1)C1CCOC(C)(C)C1 (stereo not given)	-0.3	-1.6	0	-1.2	4	-0.1	-2.1	-2.5	-0.1	-6	-14
O=C(CCCN1C(=O)c2cccc3cccc(c23)C1=O)OCC(=O)N1CCCCC1	-0.5	-1.0	-3	-0.4	12	-1.0	-0.5	1.1	-0.1	2	1
CCCCN(CCCC)CC(O)Cn1c2ccccc2c(=O)c2ccccc21 (stereo not given)	0.1	0.1	5	·	-4	22*	-0.9	3.2	-2.8	-9	-8
CCN1CCN(S(=O)(=O)c2ccc(Cl)c(C(=O)N(CCc3ccccc3)Cc3ccccc3)c2)CC1	-1.8	-0.5	-3	-0.5	-23	1.0	-1.1	-2.6	-2.0	-6	-3
O=C(NNC(=S)Nc1cccc(C(F)(F)F)c1)c1ccncc1	-0.8	-1.6	-6	0.6	19	0.1	-1.1	0.9	0.9	0	6

Remaining list, next part
SMILES	DAX1 inh-1	hcDAF-12 act	SMARCA2 act	DAX1 inh-2	sPLA2-III inh	proKLK7 act	ssDAF-12 act	hgDAF12 agonist	GAA850 FXN act	NPR2 activator	GC-A act
COc1ccc(NC(=O)c2cccn(CC=C(C)C)c2=O)cc1	0.4	0.3	1	0.2	-5	0.6	0.3	5.7	4.9	-1	-1
COCCNC(=S)N/N=C(\C)c1ccccc1F	-0.2	0.5	1	-0.6	12	0.4	-0.5	-0.8	-0.3	4	5
CS(=O)(=O)N1CCN(C(=O)Cc2ccccc2Cl)CC1	0.2	-0.4	1	1.0	3	0.3	-1.9	-2.9	-1.3	-2	4
Cc1cccc(NC(=O)Nc2nnc(-c3ccccc3)o2)c1	0.0	-0.9	-1	0.4	0	-0.1	-1.0	5.7	3.1	5	2
Cc1nn(-c2ccccn2)c2c1-c1nc(N3CCOCC3)ncc1CC2	0.3	-1.6	1	-1.0	8	-1.0	-1.1	-0.4	1.3	-2	-2
CC1(C(=O)Nc2cccc(C(F)(F)F)c2)Cc2c(-c3ccccc3)ccnc2O1 (stereo not given)	0.7	-0.4	-3	·	4	0.4	-1.2	-1.4	0.3	-4	-6
Cc1c(NC(=O)COC(=O)CSc2ccc([N+](=O)[O-])cc2)c(=O)n(-c2ccccc2)n1C	-1.4	0.2	-2	0.0	6	0.8	-1.0	-0.4	0.8	-2	-2
NC(=S)NN=C1CCC2(CCCCC2)CC1	-1.6	-1.3	-6	-0.9	13	-0.3	-1.1	3.2	0.3	2	-1
COc1cc2[nH]c(Cl)c([N+](=O)[O-])c2cc1OC	0.1	-0.4	-2	-0.5	5	58*	-0.4	-2.1	1.7	5	-6
O=S(=O)(NCC(c1cccs1)N1CCc2ccccc2C1)c1ccccc1 (stereo not given)	-0.8	0.9	2	0.6	-25	-0.7	-1.1	-0.1	2.8	-9	-9
CC(=O)c1c(O)c(C)c(-c2ccccc2)n(-c2ccccc2)c1=O	1.0	0.1	1	2.9	6	-0.7	-1.4	1.0	-1.4	-6	-5
Cc1cc(Br)cn2c(Cc3ccsc3)c(-c3ccc(F)cc3)nc12	1.4	1.3	-5	·	-4	0.0	-0.2	1.0	·	-4	-7
Cc1ccc(C)c(NC(=S)NNC(=O)c2sccc2C)c1	2.0	5.5	8	1.0	14	0.5	-0.5	5.3	2.6	-1	3
COc1ccc(NC(=O)CN2C(=O)C(C)Oc3ccc(C)cc32)cc1 (stereo not given)	-0.1	-2.0	0	1.2	2	-0.2	-0.8	0.4	1.7	6	-3
CCCc1ccc2oc(C(=O)NCc3nnc(C)o3)c(C)c2c1	5.1*	6.2*	6	0.5	2	0.2	-0.4	12*	0.8	1	4
C[C@@H]1CN([C@@H](C)CO)C(=O)CCCn2nncc2CO[C@@H]1CN(C)C(=O)c1ccc(N2CCN(C)CC2)cc1	1.0	-0.2	-1	1.1	4	0.5	-0.6	-1.5	0.1	1	1
O=C(O)CCC(=O)NNC(=O)CCCOc1ccc(Cl)cc1Cl	0.1	0.2	-1	-0.5	1	0.4	-0.8	-1.1	0.8	-1	3
CCN(C(=O)c1cccs1)c1nnc(-c2ccncc2)s1	0.2	-1.4	-2	0.5	0	10	-1.0	1.8	2.3	-8	-7
COC(=O)/C=C1\SC(N)=NC1=O	0.9	-1.5	2	1.6	2	-0.5	0.5	0.1	-0.1	-5	9
O=C(Nc1ccc(Cl)cc1)NC1(C(=O)NCCCN2CCOCC2)CCCCC1	-0.6	0.0	-1	0.8	-1	0.8	-0.8	5.0	-1.5	2	3
COC(=O)CSc1nc2c(c(=O)n(C)c(=O)n2C)n1CCC(C)C	-0.7	-1.4	1	-1.1	0	0.5	-0.9	0.6	1.1	5	1
CN(CC(=O)Nc1ccccc1C(=O)N1CCCC1)S(=O)(=O)c1ccc(Cl)cc1	-1.0	-0.9	-4	-0.1	8	0.8	-0.6	-0.2	2.8	-2	0
Cc1ccc(Cn2c(=O)c3c(ncn3C)n(C)c2=O)cc1	-0.4	-0.7	-1	1.5	-4	0.7	-0.5	-1.1	2.3	10	8
S=C(c1ccc(-c2ccccc2)o1)N1CCCCC1	5.8*	4.2	4	3.3	10	0.3	-0.2	20*	3.0	6	10
COc1ccc(CC(N)c2csc(NC(=O)c3ccc(F)cc3)n2)cc1 (stereo not given)	-1.9	-2.6	-4	·	13	-0.7	-1.1	-1.1	-2.1	-2	3
O=C(NCC1CCCO1)c1ccc(COc2ccc(F)cc2)o1 (stereo not given)	-0.3	0.4	-2	-0.2	3	-0.7	-1.3	-2.2	3.2	-1	1
CCCCN(C)C(=O)C1CCC(CNS(=O)(=O)c2ccc3c(c2)CC(C)N3C(=O)C2CC2)CC1 (stereo not given)	-4.6	-3.7	1	-0.5	-16	1.0	-1.7	-5.3	-0.2	6	4
O=C(c1cc(COc2c(F)cccc2F)on1)N1CCC(c2ccccc2Cl)C1 (stereo not given)	1.6	1.3	-2	3.2	-15	-0.2	0.6	6.8	3.0	-1	-1
COc1ccc(S[C@]2(C(=O)NCCc3ccccc3)CC(=O)N[C@@H]2c2ccc(OC)cc2)cc1	-0.3	-2.5	-5	·	-2	1.0	-1.8	-3.5	·	1	2

Fetched one by one from above, four records:
SMILES	DAX1 inh-1	hcDAF-12 act	SMARCA2 act	DAX1 inh-2	sPLA2-III inh	proKLK7 act	ssDAF-12 act	hgDAF12 agonist	GAA850 FXN act	NPR2 activator	GC-A act
Cc1ccc(C)c(NC(=S)NNC(=O)c2sccc2C)c1	2.0	5.5	8	1.0	14	0.5	-0.5	5.3	2.6	-1	3
Cc1cc(Br)cn2c(Cc3ccsc3)c(-c3ccc(F)cc3)nc12	1.4	1.3	-5	·	-4	0.0	-0.2	1.0	·	-4	-7
Cc1nn(-c2ccccn2)c2c1-c1nc(N3CCOCC3)ncc1CC2	0.3	-1.6	1	-1.0	8	-1.0	-1.1	-0.4	1.3	-2	-2
CC(=O)c1c(O)c(C)c(-c2ccccc2)n(-c2ccccc2)c1=O	1.0	0.1	1	2.9	6	-0.7	-1.4	1.0	-1.4	-6	-5
